# TAG inh: inhibitors of triacylglycerol accumulation, primary screen, cell-based, uHTS, fluorescence, H9c2; H9c2 cells, Nile Red lipid (TAG) fluorescence; cells loaded with 200 µM oleic acid; inhibition, % at 12.5 µM; 230,000 compounds, 0.66% hits; AID 651582, 2012;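 active = pattern-corrected inhibition of lipid staining of at least 50% with the nuclear-stain viability signal not falling by more than 50%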;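 also: 0% = DMSO wells and 100% = triacsin C control wells; some results filed as inactive read as strong as hits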
# TAG inh DAPI viability: second read-out of TAG inh, no call of its own (marks repeat the call); DAPI nuclei signal change (viability), lower = more cytotoxic, %;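 whole-well DAPI fluorescence read on a plate reader as a viability signal; minus 50 percent equals half of cells still viable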
# Starred values were filed as active, the others as inactive. Not all compounds are listed, so the mix of outcomes need not match the whole.
# Order of values: TAG inh	TAG inh DAPI viability
- CCCCn1cnc2c(c1=O)c1nc3ccccc3nc1n2Cc1ccc2c(c1)OCO2
→ 15	-5
- CCC1=C(OC(=O)N(CC)CC)N2C(=O)OC(=NCC3CC3)[C@]2(Cc2ccccc2)[C@H]2C1=CC[C@H]1C(=O)NC(=O)[C@H]12
→ -20	-7
- Cc1ccc(-c2nc3cccnc3o2)cc1NC(=O)COc1ccc(C(C)(C)C)cc1
→ -20	9
- CCOc1ccc2nc(-c3cc(NC(C)=O)ccc3O)sc2c1
→ 11	17
- Cc1ccccc1OCC(O)CN(Cc1ccccc1O)C1CCCCC1 (stereo not given)
→ -79	43
- Cc1cccc(NC(=O)c2ccccc2NC(=O)CCC(=O)O)c1
→ 2	7
- COc1ccccc1C(=O)Nc1ccnn1C1CCN(C(C)CSC)CC1 (stereo not given)
→ -9	17
- CC(=O)c1ccc(NC(=O)CSc2nnc(-c3ccco3)c(-c3ccco3)n2)cc1
→ -12	-3
- CC(C)(CC(=O)N1CCN(c2ccc(Cl)cc2)CC1)CC1=NS(=O)(=O)c2ccccc2N1
→ 25	-2
- CCCN1C(=O)SC(CC(=O)Nc2ccccc2)C1=O (stereo not given)
→ -6	14
- Cc1c(NC(=O)C(C)OC(=O)c2ccc([N+](=O)[O-])s2)c(=O)n(-c2ccccc2)n1C (stereo not given)
→ 3	11
- CCOC(=O)COc1cnc2ccccc2n1
→ -4	3
- O=C(N1CCN(Cc2ccccc2)CC1)C12CC3CC(CC(C3)C1)C2
→ 1	6
- O=C1NCN(C2CCCCC2)CN1
→ -3	4
- COc1ccc(S(=O)(=O)NCC(c2ccc3c(c2)OCO3)N2CCN(c3ccccc3)CC2)cc1 (stereo not given)
→ 3	9

# Single records, from the list above. Order of values: TAG inh | TAG inh DAPI viability
# Listed for CC(=O)c1ccc(NC(=O)CSc2nnc(-c3ccco3)c(-c3ccco3)n2)cc1 = -12 | -3
# Listed for Cc1ccccc1OCC(O)CN(Cc1ccccc1O)C1CCCCC1 (stereo not given) = -79 | 43
# Listed for COc1ccccc1C(=O)Nc1ccnn1C1CCN(C(C)CSC)CC1 (stereo not given) = -9 | 17

# Further entries follow:
# Order of values: TAG inh	TAG inh DAPI viability
- Cc1ccnc(NS(=O)(=O)c2ccc(NC(=O)C3CCCNC3=O)cc2)n1 (stereo not given)
→ -10	19
- COc1cccc(-c2nc(-c3ccc(C(=O)O)cc3)no2)c1
→ -3	3
- O=C1CC(NCC2CCCO2)C(=O)N1c1ccc(Cl)cc1 (stereo not given)
→ -10	16
- Cc1cc(N2CCN(C)CC2)nc2ccc(NC(=S)N3CCN(c4ccc(F)cc4)CC3)cc12
→ 9	3
- Cc1cc2occ(CC(=O)NNC(=O)c3ccccc3F)c2cc1C
→ 8	-4
- Cc1cc2c(cc1S(=O)(=O)N1CCN(c3ccccc3F)CC1)OCC(=O)N2
→ -10	2
- COc1cc(C)ccc1OCc1cc(C(=O)NCCN2CCCC(O)C2)no1 (stereo not given)
→ 13	-1
- CCCCN(C/C=C/c1ccccc1OC)Cc1ccccc1
→ 0	-1
- CCN(CC(=O)Nc1c(F)cccc1F)C(=O)CCN1C(=O)c2cccc([N+](=O)[O-])c2C1=O
→ -15	-4
- CCNC(=O)C(Sc1ccccc1)c1ccccc1 (stereo not given)
→ 3	12
- Cc1ccc(SCC(=O)Nc2ccc(S(=O)(=O)Nc3ncccn3)cc2)cc1
→ -16	139
- Cc1cccc(CNc2ncnc3ccc(-c4cccnc4)cc23)c1
→ -12	-5
- Cc1cccc(NC2=NC(=S)N(c3ccc(C(=O)O)cc3)C23CCCCC3)c1
→ 12	-4
- Cc1ccc(C(=O)c2c3ccc(C(F)(F)F)cc3[n+]([O-])n2CCCC(N)=O)cc1
→ 23	-3
- CN(CC(=O)NCC(=O)Nc1ccc(F)cc1)C1CCS(=O)(=O)C1 (stereo not given)
→ -5	3

# 2 records drawn at random from the list so far, as already listed:
# Order of values: TAG inh	TAG inh DAPI viability
- CCN(CC(=O)Nc1c(F)cccc1F)C(=O)CCN1C(=O)c2cccc([N+](=O)[O-])c2C1=O
→ -15	-4
- CCCCN(C/C=C/c1ccccc1OC)Cc1ccccc1
→ 0	-1

# (listing goes on)
# Order of values: TAG inh	TAG inh DAPI viability
- Cc1cc(Cl)c(S(=O)(=O)NCc2ccncc2)cc1OCC(N)=O
→ -3	6
- CC(C)[C@H](NS(=O)(=O)c1ccccc1)C(=O)OCC(=O)Nc1cccc(S(N)(=O)=O)c1
→ -19	7
- CCOC(=O)COc1c(/C=N\OC)cc(Cl)cc1OC
→ 6	2
- Cc1ccc(C)c(N(Cc2ccccc2F)S(C)(=O)=O)c1
→ 5	-1
- COc1ccc(N2CC(C)(C)[C@H](CC(=O)Nc3ccc(Br)cc3)C2=O)cc1
→ -3	2
- N#Cc1cccc(NC(=O)COC(=O)Cn2nc(-c3ccccc3)oc2=O)c1
→ -9	-9
- C[C@H]1CN=C(N(C)C)N1CC1CCCC1
→ 21	-8
- COc1ccc(OC)c(CCNC(=O)CN2C(=O)CC(C)(C)S(=O)(=O)c3ccccc32)c1
→ -3	4
- CCOC(=O)N1CCC(NCc2c(C(=O)N(C)Cc3ccccc3)nc3ccccn23)CC1
→ -1	-8
- CCCCNC1=CC(=O)C(=O)c2ccccc21
→ 24	-8
- Cc1ccc(CC2CC(=O)N(c3cc(Cl)ccn3)C2=O)cc1 (stereo not given)
→ 8	-3
- COc1ccccc1/C=N/NC(=O)C(NC(=O)c1ccccc1)=C(C)C
→ -4	-1
- CSCCC(NC(=O)c1ccc(=O)n(C)n1)c1nc2ccccc2[nH]1 (stereo not given)
→ 12	-3
- O=C(COC(=O)c1ccc(OC(F)F)cc1)NCc1cccs1
→ -21	-6
- O=C(Nc1ccc2c(c1)Cc1cc([N+](=O)[O-])ccc1-2)C(F)(F)F
→ -9	0

# Some of the entries above, reformatted.
Structure,TAG inh,TAG inh DAPI viability
Cc1cc(Cl)c(S(=O)(=O)NCc2ccncc2)cc1OCC(N)=O,-3,6
C[C@H]1CN=C(N(C)C)N1CC1CCCC1,21,-8
N#Cc1cccc(NC(=O)COC(=O)Cn2nc(-c3ccccc3)oc2=O)c1,-9,-9
CCCCNC1=CC(=O)C(=O)c2ccccc21,24,-8

# (cont.)
# Order of values: TAG inh	TAG inh DAPI viability
- COc1ccc(NC(C)=O)cc1NC(=O)c1ccc2ccccc2c1
→ 18	-4
- COc1ccc(CN2C(=O)C(CC(=O)NCc3cccs3)CC(C(=O)N(C)C)=C2C)cc1 (stereo not given)
→ -2	-3
- COc1cccc(C(=O)NCCS(=O)(=O)NCCc2ccc(OC)c(OC)c2)c1
→ 3	-5
- Cc1cccc(N2CCN(C(=S)Nc3ccc4nc(N5CCN(C)CC5)cc(C)c4c3)CC2)c1C
→ 89	-50
- CSCCC(NS(=O)(=O)c1ccc2c(c1)oc(=O)n2C)C(=O)NC1CCCc2ccccc21 (stereo not given)
→ -38	-13
- CN(C(=O)c1cnc2n(c1=O)CCS2)C1CCCCC1
→ 0	-5
- O=C(CCS(=O)(=O)c1ccc(Cl)cc1)N1CCN(c2ccccc2F)CC1
→ 15	-12
- O=c1c2ccccc2nc2n1-c1ccccc1CCC2
→ -1	-12
- CCOC(=O)c1cc(CC)sc1NC(=O)COC(=O)c1cc[n+]([O-])cc1
→ 3	0
- O=C(CCN1C(=O)C2CCCCC2C1=O)Nc1ccc(Br)cc1F (stereo not given)
→ -12	-3
- C[C@]12CC[C@@H]3c4ccc(O[C@@H]5O[C@H](C(=O)O)[C@@H](O)[C@H](O)[C@H]5O)cc4CC[C@H]3[C@@H]1C[C@@H](O)[C@@H]2O
→ -1	5
- O=c1[nH]c(=S)[nH]cc1Oc1ccccc1
→ -17	3
- O=C1N=C(N2CCN(c3cccc4ccccc34)CC2)S/C1=C/c1cccs1
→ 1	4
- CC(C)c1ccc(S(=O)(=O)NCCCN2CCOCC2)cc1
→ -17	9
- CCn1cc(S(=O)(=O)CC(=O)Nc2ccc(C)cc2)c2ccccc21
→ -2	11
- Cc1cccc(CNC(=O)c2ccc3nc(Cc4ccccc4F)oc3c2)n1
→ -5	-4
- COc1cccc(/C=C/C(=O)c2ccc3c(c2)OCO3)c1OC
→ 2	-7
- Cc1ccccc1-c1cc2nc(NCc3ccccc3F)n(C)c(=O)c2s1
→ 33	20
- COc1cc([N+](=O)[O-])ccc1NC(=O)CSc1nccn1C
→ 16	-10
- N/C(=N\OC(=O)COc1ccc2ccccc2c1)c1ccncc1
→ -5	-6
- O=C(COc1ccc(F)cc1Br)NCC1COc2ccccc2O1 (stereo not given)
→ 3	1
- Cc1nccc(-c2cccc(NC(=O)Nc3ccc(Cl)cc3)c2)n1
→ -14	8
- O=C(Nc1cc(Cl)ccc1-n1cncn1)c1ccc([N+](=O)[O-])o1
→ 84	-64
- Cc1sc2ncnc(N3CCC(C(=O)N(C)CC(=O)Nc4ccccc4Br)CC3)c2c1C
→ -17	3
- Nc1nnc(SCc2ccccc2F)s1
→ 7	-13
- CCOC(=O)c1c(NC(=S)SC)sc(C(=O)N2CCc3ccccc3C2)c1C
→ 2	21
- Cc1ccccc1S(=O)(=O)N1C[C@H]2CON(C)[C@H]2C[C@H]1c1cccc(-c2ccccc2)c1
→ -11	-6
- CCCSc1ncc(Cl)c(C(=O)Nc2ccc(S(=O)(=O)Nc3ncccn3)cc2)n1
→ 27	-6
- C[C@H](CO)N1C[C@H](C)[C@@H](CN(C)S(=O)(=O)c2ccc(F)cc2)Oc2ccc(NC(=O)NC3CCCCC3)cc2C1=O
→ 2	-6
- Cc1ccc(OCCn2cc(C(=S)N3CCCC3)c3ccccc32)cc1C
→ -18	-7
- COC(=O)c1ccc(COC(=O)c2ccc(CS(=O)(=O)c3ccc(C)cc3)cc2)cc1
→ -10	-2
- CC(C)(C)OC(=O)N1CCCC(C(=O)Nc2cccc(C(=O)N3CCCC3)c2)C1 (stereo not given)
→ 2	9
- Cc1ccc(S(=O)(=O)N2CCN(C(=O)COC(=O)C3CCC3)CC2)cc1
→ 3	-1
- CCc1nnc(NC(=O)c2cc(-c3cccnc3)nc3ccccc23)s1
→ 17	-9
- CC1CCCC(NC(=O)CCNC(=O)c2ccc(Br)cc2)C1C (stereo not given)
→ -3	-4
- Cc1nnc(CN(C)Cc2cn[nH]c2-c2ccc(-c3ccccc3)cc2)o1
→ -8	-2
- O=C(Nc1cccc(-c2nnc(-c3ccccc3)o2)c1)C1CC1
→ 13	0
- CCCC(=O)Nc1nnc(COC)s1
→ -6	-3
- COc1ccc(OC)c(C(=O)Cn2nnc(-c3ccc(N4CCOCC4)cc3)n2)c1
→ 3	-4
- COCCn1nnnc1CN(Cc1cccnc1)Cc1cc2cc(OC)ccc2[nH]c1=O
→ 10	2
- N#CC1(NC(=O)COC(=O)c2nc(Cl)ccc2Cl)CCCCC1
→ -2	-7
- c1ccc(-c2cnc(-c3ccccc3)nn2)cc1
→ 1	-2
- O=C(NCC(=O)N1CCN(S(=O)(=O)c2cccc(F)c2)CC1)c1ccc(Br)o1
→ -10	6
- CCOC(=O)N1CCN(C(=O)c2cc3c(s2)-c2ccccc2OC3)CC1
→ 4	40
- Cc1nc(-c2ccccn2)nc(SCC(=O)c2ccc(F)cc2)c1Cl
→ -79	-9
- O=C(O)/C(=C\c1cccc(O)c1)c1ccc(S(=O)(=O)N2CCCC2)s1
→ -6	4
- O=C(Nc1ccccc1C(=O)N1CCCCC1)c1cccs1
→ 7	-3
- CC12C=CC(=O)C=C1CCC1C2C(=O)C[C@@]2(C)C1CCC2(O)C(=O)CO (stereo not given in full)
→ 13	3
- COc1ccccc1CNC(=O)CC(NS(=O)(=O)c1ccc(C)cc1)c1ccco1 (stereo not given)
→ -6	0
- Cc1ccc(NCC(O)Cn2cnc3c2c(=O)n(C)c(=O)n3C)cc1 (stereo not given)
→ 6	12
- CC(C)(C)NC(=O)NC(=O)COc1ccccn1
→ -28	4
- O=C(NC1CCCC1)c1ccc(Cl)s1
→ -19	-3
- CCOC(=O)c1ccc(S(=O)(=O)n2c(=O)oc3ccccc32)cc1
→ 10	0
- Cc1ccc(NC(=O)CNC(=O)OCc2ccccc2)cc1C
→ 9	-9
- COc1cc(SC)ccc1C(=O)OCC(=O)NCC(C)C
→ 3	-3
- COc1ccc(Cl)cc1C(=O)NNC(=O)CSc1nncn1C
→ -6	9
- CN1CCN(c2ccc(C(=O)c3cn(-c4ccc(F)c(Cl)c4)nn3)cc2)CC1
→ 1	-5
- COc1ccccc1N1CCN(C(=O)c2ccc3[nH]c4c(c3c2)CC(C)CC4)CC1 (stereo not given)
→ 3	3
- CC(C)(C)OC(=O)N1CCC[C@H]1C(=O)N/N=C/c1ccc2nccnc2c1
→ 14	2
- COc1ccc(NS(=O)(=O)c2ccc(C)c(C(=O)NCC(c3cccs3)N3CCOCC3)c2)cc1 (stereo not given)
→ 6	-4

# Additional records follow:
# Order of values: TAG inh	TAG inh DAPI viability
- O=C(NCC1CCCO1)c1cc2ccccc2o1 (stereo not given)
→ -12	-5
- CC(C)Oc1ccccc1OC1(C)CCN(Cc2ccc(OC(F)(F)F)cc2)C1 (stereo not given)
→ -20	8
- S=C(c1ccc(N2CCOCC2)cc1)N1CCCCC1
→ 3	-2
- Cc1ccc(C2=NN(CCC(=O)NCc3ccc4c(c3)OCO4)C(=O)CC2)cc1
→ -7	6
- NS(=O)(=O)c1ccc(CNC(=O)C(c2ccccc2)c2ccccc2)cc1
→ -8	3

# In the list so far, these have a nitro group on carbon.
# Order of values: TAG inh	TAG inh DAPI viability
- Cc1c(NC(=O)C(C)OC(=O)c2ccc([N+](=O)[O-])s2)c(=O)n(-c2ccccc2)n1C (stereo not given)
→ 3	11
- CCN(CC(=O)Nc1c(F)cccc1F)C(=O)CCN1C(=O)c2cccc([N+](=O)[O-])c2C1=O
→ -15	-4
- O=C(Nc1ccc2c(c1)Cc1cc([N+](=O)[O-])ccc1-2)C(F)(F)F
→ -9	0
- COc1cc([N+](=O)[O-])ccc1NC(=O)CSc1nccn1C
→ 16	-10
- O=C(Nc1cc(Cl)ccc1-n1cncn1)c1ccc([N+](=O)[O-])o1
→ 84	-64
